Assay outcomes: PubChem BioAssay, SRMLSC
SKBR3 24h inh: SK-BR-3 proliferation inhibitors; SK-BR-3 viability, CellTiter-Glo ATP luminescence, 24 h; hits give low values; AID 847; 41,000 tested, 0.47% active; viability, % at 10 µM;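 active = viability at or below the median of all test compounds minus 3 SD, in both replicates if run twice, cut at about 45% in these data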;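 note: 100% = median untreated cell wells and 0% = median positive control drug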
An asterisk follows results filed as active.

SMILES	SKBR3 24h inh
COc1cc(OC)cc(OCC(O)Cn2cnc(-c3ccccc3)c2)c1 (stereo not given)	94.8
O=C(CSc1nnc(-c2ccccn2)n1Cc1ccco1)c1ccccc1	93.0
CC(=O)N1SC(N)=NC1c1ccccc1 (stereo not given)	91.9
O=C1CCc2cc(S(=O)(=O)NCCC(=O)NC3CCN(Cc4ccccc4)CC3)ccc2N1	71.1
CCCCCn1c(N2CCN(Cc3ccccc3)CC2)nc2c1c(=O)[nH]c(=O)n2C	79.7
Clc1ccc(CN2C3=NCCN3c3ccccc32)cc1Cl	67.8
Cc1ccc(NC(=O)c2cc(-c3ccc(C)o3)nc3ccccc23)nc1	92.6
Cc1cc(C)n(CC(O)CN2C(=O)NC(C)(C)C2=O)n1 (stereo not given)	92.1
O=C(CCCc1nc(-c2ccccc2)no1)NCc1cccnc1	77.3
Cc1cc(Cl)cc(C)c1OCC(=O)O	94.9
O=C(c1cccs1)N1CCC(c2nc3ccccc3s2)CC1	102.6
CCOC(=O)c1nnn(-c2nonc2-n2cccc2)c1CN1CCCCC1	86.2
CC1(C)CC(=O)C(=CN2CCN(C(=O)c3ccco3)CC2)C(=O)C1	117.0
CCc1ccc(CC)c(S(=O)(=O)Nc2ccc(C(=O)O)c(O)c2)c1	96.1
CCOC(=O)C1CCN(C(=O)c2ccc(Br)o2)CC1	82.5
CN(C)S(=O)(=O)c1ccc2nc(NC(=O)c3cccnc3)sc2c1	86.1
C=CCn1c(CCC(=O)O)ccc1-c1ccccc1	96.2
CCn1nnc(NC(=O)COc2cc(C)ccc2C(C)C)n1	97.0
CCN(CC)S(=O)(=O)c1cccc(C(=O)N2CC(O)CC2C(=O)O)c1 (stereo not given)	89.8
COc1ccc(NC(=O)C2CCCN(C(=O)NC3CCCCC3)C2)cc1OC (stereo not given)	97.0
CC(=O)Nc1cccc(NC(=O)C2CC(=O)N(c3ccc(C)cc3)C2)c1 (stereo not given)	94.0
COc1cc(OC)cc(C(=O)N2CCN(Cc3cccc(F)c3)CC2)c1	79.3
CC1CCCC(C)N1C(=O)CSc1nnc(NC(=O)c2cccs2)s1 (stereo not given)	102.9
Cc1ccc(C2CC(c3cccc(Br)c3)Nc3nnnn32)cc1 (stereo not given)	63.1
COc1ccc(C(c2nnnn2Cc2cccs2)N2CCC(C(N)=O)CC2)c(OC)c1 (stereo not given)	81.1
Cc1ccc2cccc(S(=O)(=O)NC3CCS(=O)(=O)C3)c2n1 (stereo not given)	77.8
CC(=O)Oc1ccc(C(=O)Nc2nnc(C)s2)cc1	111.2
CCOc1cc(-c2nc(-c3ccc(C)nc3OC)no2)cc(OCC)c1OCC	93.6
COc1ccc(OC)c(NC(=O)C2C3C=CC(C3)C2C(=O)NCc2ccccn2)c1 (stereo not given)	121.9
Cn1c(CN2CCOCC2)nnc1SCC(=O)NCCc1ccccc1	93.9
COc1ccc(S(=O)(=O)N2CCCC(C(=O)O)C2)cc1Cl (stereo not given)	109.3
CS(=O)(=O)Nc1ccccc1C(=O)NCc1ccco1	96.3
Cc1csc(NC(=O)CSc2nnc(-c3ccoc3C)o2)n1	94.2
Cc1cc(C)n(-c2nc(NCC(C)O)c3c4c(sc3n2)CCCC4)n1 (stereo not given)	72.4
CCOC(=O)C1=C(C)NC(=O)NC1c1ccc(Cl)cc1Cl (stereo not given)	90.8
COCCN(CCOC)Cc1c(C)[nH]c2ccccc2c1=O	85.0
CCCCCCNC(=O)Cc1c(O)c2ccccc2[nH]c1=O	98.4
O=C(NCc1ccc(F)cc1)C1CCCN(C(=O)Nc2ccccc2)C1 (stereo not given)	95.8
CS(=O)(=O)c1sc2nc(-c3cccs3)cc(-c3ccccc3)c2c1N	76.6
Cc1ccc(S(=O)(=O)Cn2nnnc2C(C(C)C)N2CCSCC2)cc1 (stereo not given)	84.8
Cc1cc(Br)ccc1OCC(=O)N(Cc1nc(-c2ccccc2)no1)C(C)C	103.0
N=c1c2c3c(sc2ncn1CCN1CCOCC1)CCCC3	74.2
Cc1ccc(CCP(=O)(O)CN2CCOCC2)cn1	97.2
CC1(C)OC(=O)N(CCc2ccccc2)C1(C)O (stereo not given)	98.9
O=C(NCCN1CCOCC1)C1CCC(=O)N1C1CCCCC1 (stereo not given)	66.3
CCC(C)c1ccc(O)c(NC(=O)c2cncc(Br)c2)c1 (stereo not given)	85.8
CCOc1ccc2nc(SCC(=O)Nc3ncccn3)[nH]c2c1	93.3
COc1ccc(C(=O)N2CCN(Cc3cc(OC)c(O)c(OC)c3)CC2)cc1OC	124.2
Cc1cc(N2CCN(c3nc(N4CCOCC4)nc4ccccc34)CC2)c2ccccc2n1	66.3
O=C(c1cccc(S(=O)(=O)N2CCCC2)c1)c1cccc(S(=O)(=O)N2CCCC2)c1	64.8
Cc1ccc(-c2noc(CCC(=O)Nc3ccccc3N3CCN(C)CC3)n2)cc1	78.8
COc1ccc(N2CCN(CC(O)c3c[nH]c4ccc(OC)cc34)CC2C)cc1 (stereo not given)	99.0
COc1cccc(-c2noc(C3CCCN(S(=O)(=O)c4cccc(Cl)c4C)C3)n2)c1 (stereo not given)	75.8
O=C(NCc1n[nH]c(=S)n1-c1cccc(Cl)c1)c1ccc(S(=O)(=O)N2CCCC2)cc1	96.5
O=C(Nc1nc(-c2ccc(S(=O)(=O)N3CCCC3)cc2)cs1)c1ccco1	79.0
CCOC(=O)C1C(=O)CC(C)(O)C(C(=O)OCC)C1c1cc(Br)ccc1OC (stereo not given)	82.8
Cc1nnc(SCc2cnc(-c3ccccc3)o2)[nH]c1=O	94.9
CC(=O)N(C)C1(c2nnnn2CCOC(=O)Nc2cccc3ccccc23)CCCC1	96.6
COc1ccc(S(=O)(=O)N[C@@H](Cc2ccccc2)C(=O)N2CC[C@@]3(O)CCCC[C@H]3C2)cc1	97.6
Cc1nc(=O)c(-c2ccccc2)c(C)n1-c1ccccc1C(=O)O	118.4

2 entries drawn at random from the list so far:
SMILES	SKBR3 24h inh
Cc1ccc(CCP(=O)(O)CN2CCOCC2)cn1	97.2
N=c1c2c3c(sc2ncn1CCN1CCOCC1)CCCC3	74.2

Shown as labelled records: four of the compounds above
N=c1c2c3c(sc2ncn1CCN1CCOCC1)CCCC3
  SKBR3 24h inh = 74.2
COc1ccc(N2CCN(CC(O)c3c[nH]c4ccc(OC)cc34)CC2C)cc1 (stereo not given)
  SKBR3 24h inh = 99.0
COc1cccc(-c2noc(C3CCCN(S(=O)(=O)c4cccc(Cl)c4C)C3)n2)c1 (stereo not given)
  SKBR3 24h inh = 75.8
CC1(C)OC(=O)N(CCc2ccccc2)C1(C)O (stereo not given)
  SKBR3 24h inh = 98.9

(further entries)
SMILES	SKBR3 24h inh
O=C(O)CCn1c(=O)sc2ccccc21	99.2
COc1ccccc1N1C(=O)CC(N2CCc3ccccc32)C1=O (stereo not given)	95.0
Cc1cc(C)c(S(=O)(=O)Nc2ccc(O)cc2)cc1C	108.5
Nc1ccccc1SCC(=O)N1CCc2ccccc21	105.6
CCOC(=O)[C@H]1CCC[C@@H](NS(=O)(=O)c2ccc(NC(C)=O)cc2)C1	73.8
COc1ccc(C(=O)NCCc2nnc(SCc3nc4ccccc4c(=O)[nH]3)n2C)cc1	91.4
CC1(C)NC(=O)N(CC(O)COc2ccccc2C(=O)Nc2ccccc2)C1=O (stereo not given)	74.2
COc1ccc(NC(=O)CN2CCC(C)CC2)cc1	82.3
Cc1nc2ccc(Br)cn2c1NC(C)(C)C	84.6
Cn1c(SCC(=O)Nc2cc(=O)n(C)c(=O)n2C)nnc1C12CC3CC(CC(C3)C1)C2	85.5
COc1ccc(CNC(=O)Nc2ccc(C)cc2)cc1	102.4
COc1ccccc1C1C(C(=O)c2cc3ccccc3o2)=C(O)C(=O)N1CCN1CCOCC1 (stereo not given)	79.4
Cc1cc(C)n2cc(CSc3nnnn3-c3ccccc3)nc2n1	104.2
Cc1cn(C(=O)CN2C(=O)c3ccccc3C2=O)c(C)n1	87.5
Cc1cc(-c2cccs2)c2c(n1)sc1c(=O)[nH]c(=O)[nH]c12	108.9
Cn1c(CCNC(=O)c2ccco2)nc2cc(NC(=O)NC3CCCCC3)ccc21	86.8
COCCNc1cc(C)c(C#N)c2nc3ccccc3n12	93.5
COCCOC(=O)c1c(C)oc2ccc(NS(=O)(=O)c3ccccc3)cc12	72.6
CCN(CC)C(=O)CSc1nnc(-c2cnccn2)n1-c1ccccc1	89.8
CCc1nc(-c2ccccc2O)n(-c2ccccc2)n1	82.3
CCOC(=O)CNS(=O)(=O)c1ccc(S(=O)(=O)N2CCCC2)cc1	82.9
CCSC1(SCC)N=C(N)C2(C#N)C(c3ccc(OC)c(OC)c3OC)C12C#N (stereo not given)	100.3
CCOc1ccccc1NC(=O)C1CCN(S(=O)(=O)c2ccc(OC)c(OC)c2)CC1	80.7
O=C(c1cc2ccccc2c(=O)o1)N1CCc2ccccc2C1	76.9
CC1(C)CC(=O)C=C(Nc2ccc(F)cc2)C1	101.1
COc1ccccc1C(=O)Nc1ccc2c(c1)nc1n2CCSC1	89.9
COc1ccc(C2c3c(oc4ccccc4c3=O)C(=O)N2CCCN2CCOCC2)cc1 (stereo not given)	84.9
CS(=O)(=O)N(CCc1ccccc1)CC(=O)NCC1CCCO1 (stereo not given)	94.4
CCN(CC)CCOC(=O)C12CC3CC(CC(C3)C1)C2	87.6
O=C(CCCc1c[nH]c2ccccc12)N1CCOCC1	91.2
COc1ccc2[nH]c(=O)c(-c3noc(-c4ccc(F)cc4)n3)cc2c1	101.6
Cc1ccc(S(=O)(=O)N2C(=O)CCC2C(=O)NCc2ccco2)cc1 (stereo not given)	100.0
COc1ccc(Nc2cc(=O)n(C3CCCCC3)c(=O)[nH]2)c(OC)c1	88.5
CCn1c(SCC(=O)NCc2ccco2)nnc1-c1cccs1	103.9
Cc1ccc(-c2nnn(CCC(=O)Nc3ccc4c(c3)OCO4)n2)cc1	93.3
COc1ccccc1C(=O)NC(CCSC)C(=O)NCC(c1ccco1)N(C)C (stereo not given)	91.9
Cc1ccc(S(=O)(=O)NCC(=O)OCN2C(=O)c3ccccc3C2=O)cc1	92.6
COc1cc(OC)cc(-c2nc(-c3cc4cc(C)ccc4nc3OC)no2)c1	80.5
Cc1ccc2c(n1)sc1c(N)ncnc12	80.7
O=c1cnc2ccccc2n1CC1CCCCC1	90.9

The list goes on, overlapping the part above by 2 compounds.
SMILES	SKBR3 24h inh
Cc1ccc2c(n1)sc1c(N)ncnc12	80.7
O=c1cnc2ccccc2n1CC1CCCCC1	90.9
Cc1ccc(C)c2[nH]c(=O)c(CCNC(=O)c3ccc(Br)o3)cc12	72.3
COc1ccccc1-c1nn2c(C3COc4ccccc4O3)nnc2s1 (stereo not given)	81.0
Cc1cc(NC(=O)C(C)C)ncc1NC(=O)c1cccc(F)c1	107.1
COc1ccc(C(=O)Oc2ccc(/C=N/O)cc2)cc1	95.5
Cc1nc(N2CCc3ccccc32)[nH]c(=O)c1CCC(C)C	90.3
COc1ccc(OC)c(C2N(c3cc(C)on3)C(=O)C3CCCN32)c1 (stereo not given)	107.3
CN(C)c1ccc(-c2nn3c(-c4ccncc4)nnc3s2)cc1	90.8
Cc1ccc(-c2csc3nnc(SCC(=O)NCc4ccco4)n23)cc1	90.6
Cc1nc2ccccc2n1CC(=O)NCCN1CCCC1	91.1
COc1ccc(C(=O)COC(=O)CN2C(=O)C3C4C=CC(C4)C3C2=O)cc1 (stereo not given)	102.2
Cc1nc2ncnn2c(C)c1CCC(=O)NCc1ccco1	69.8
O=c1c2c3c(sc2nc2sc(CN4CCOCC4)cn12)CCCC3	86.4
COC(=O)c1ccc(C2CC(=O)Nc3cc(OC)c(OC)c(OC)c32)cc1 (stereo not given)	80.6
CC(=O)Nc1cccc(Oc2cc(C#N)c(C#N)cc2N2CCCCCC2)c1	91.8
N=C1C(c2ccccc2)=C(O)CN1c1ccccc1N1CCOCC1	81.6
Cn1c(N2CCCCC2)nc2c1c(=O)n(Cc1cccc(Br)c1)c(=O)n2C	70.5
CCCN1C2CCCC1CC(NC(=O)c1ccc(F)cc1)C2 (stereo not given)	75.6
Cc1cc(C(=O)Nc2c(C)nn(Cc3ccccc3Cl)c2C)no1	88.3
COc1ccc(Cl)cc1C(=O)Nc1nnn(C)n1	57.7
O=S(=O)(N1CCCCC1)N1CCCN(S(=O)(=O)N2CCCCC2)CC1	97.8
Cc1cc(Br)ccc1NC(=O)C1CCCO1 (stereo not given)	75.5
Cc1nn(-c2ccccc2)c(N2CCCCC2)c1/C=N/O	92.0
S=c1nc(C2CC2)[nH]c2ccccc12	107.7
Cc1cc(NC(=O)CCCC(=O)O)nc(C)n1	117.3
O=C1CNC(=O)N1Cc1ccc(Br)cc1	80.5
CCCn1c(SCC(=O)Nc2nnc(C)s2)nnc1-c1ccoc1C	91.1
O=C(c1ccc(CN2CCOCC2)cc1)N1CCC(Cc2ccccc2)CC1	84.4
Cc1c(Cl)c(C(F)(F)F)nn1CC(=O)N1CCSCC1	73.0
Cc1c(C(=O)OC(C)CCN(C)C)oc2ccccc12 (stereo not given)	99.0
NC(=O)CSc1oc(-c2cccs2)nc1S(=O)(=O)c1ccccc1	90.5
Cc1ccc2[nH]c(=O)c(CN(Cc3nnnn3Cc3ccccc3)C3CCCC3)cc2c1	80.9
CCCC(=O)Nc1ccccc1N1CCN(C(=O)c2ccccc2)CC1	85.3
COc1ccc2[nH]c(=O)c(CN(C(=O)COc3ccccc3)C(C)C)cc2c1	81.3
CN(C)c1nc(SCCOC(=O)Nc2ccccc2)nc(N(C)C)n1	57.3
C(#Cc1ccccc1)CN1CCN(c2ccccn2)CC1	98.6
CN(C(=O)c1ccccn1)c1nnc(-c2ccncc2)s1	92.0
Cc1ccc(C(=O)Nc2ncc3c(n2)CC(c2ccco2)CC3=O)cc1 (stereo not given)	124.4
Cc1ccccc1NC(=O)c1nc[nH]c1C(=O)NCc1ccccc1	73.0
CS(=O)(=O)N1CCc2cc(S(=O)(=O)N3CCN(Cc4ccc5c(c4)OCO5)CC3)ccc21	110.8
COc1ccccc1N(CC(=O)Nc1ccccc1C(=O)NC(C)C)S(C)(=O)=O	70.6
CCOC(=O)c1ccccc1NC(=O)CSc1nccn1C	97.1
O=C(CSc1ncnc2ccccc12)NCc1ccco1	81.6

These rows are one share of the data. The share of hits here may be higher or lower than overall.
